# Compound activity as filed in PubChem BioAssay.
# H1N1 NS1A inhibition: H1N1 influenza NS1A inhibitors, functional cell based assay (AID 504329). 0.3% of 340,000 active. NS1A functional cell-based assay, percent inhibition; higher % means a stronger effect. one-dose inhibition, % at 12.5 µM; IC50 in µM for titrated hits; in the data active = a potency from the dose series; inconclusive = inhibition above about 27% without an active follow-up result; note: strong numbers were not always called active
# M. tuberculosis HTS: M. tuberculosis growth inhibition, HTS (AID 449762); inhibition, % at 25 µM, or IC50 in µM where a hit was titrated; 0.59% of 330,000 active; M. tuberculosis H37Rv growth inhibition, 7H9 media; higher % means a stronger effect; in the data active = a potency from the dose series; inconclusive = inhibition above about 70% without an active follow-up result;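 note: bacterial growth assessed after seven days of incubation; strong numbers were not always called active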
# M. tuberculosis: growth inhibition of non-replicating M. tuberculosis (AID 488890); Mycobacterium tuberculosis non-replicating, growth inhibition; higher % means a stronger effect; inhibition, % at 25 µM, or IC50 in µM where a hit was titrated; 0.39% of 320,000 active; in the data active = a potency from the dose series; inconclusive = inhibition mostly from about 82% at the one dose, without a potency; inactive = the rest, 99 in 100 with inhibition below about 76%;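 note: plate controls were DMSO cells for no effect and high antibiotic wells for full effect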
# inhibitors of VEEV: inhibitors of VEEV TC-83 cytopathic effect, confirmation, Vero cells (AID 588727); Vero cells, VEEV TC-83 cytopathic effect inhibition; higher % means a stronger effect; one-dose inhibition, % at 20 µM; IC50 in µM for titrated hits; 0.13% of 350,000 active; in the data active = a potency from the dose series; inconclusive = inhibition mostly from about 14% at the one dose, without a potency; inactive = the rest, 99 in 100 with inhibition below about 12%; note: strong numbers were not always called active
# Salmonella PhoP GFP: PhoP regulon inhibitors, Salmonella typhi PhoP promoter GFP reporter, confirmatory (AID 1850); Salmonella Typhi PhoP-promoter GFP reporter, fluorescence, 4 h; higher % means a stronger effect; inhibition, % at 50 µM; hits with a dose series show IC50 in µM; 0.33% of 310,000 active; in the data active = a potency from the dose series; inconclusive = inhibition mostly from about 25% at the one dose, without a potency; inactive = the rest, 99 in 100 with inhibition below about 19%;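 note: 0% = induced wells with vehicle and 100% = uninduced wells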
# inhibitors of VEEV 10K pilot screen: further read-out of inhibitors of VEEV, marked with its call; inhibition, %; measured here: 10K pilot screen inhibition
# * hit, by the source's call; i = inactive; ? = inconclusive; . = not tested or not shown.
SMILES,H1N1 NS1A inhibition,M. tuberculosis HTS,M. tuberculosis,inhibitors of VEEV,Salmonella PhoP GFP,others
CCN1CCCC1CNC(=O)C(=O)Nc1ccccc1OC (centres undefined),-13.1%,2.9%,3.7%,0.2%,4.9%,
COc1ccccc1OCC(=O)Nc1ccc(S(=O)(=O)Nc2nccs2)cc1,-0.9%,0.8%,8.3%,0.5%,4.4%,
O=C(CCCSc1nc2ccccc2c(=O)[nH]1)c1ccc(F)cc1,11.2%,3.1%,77.0%,3.8%,-4.9%,
O=C(Nc1cc(C(F)(F)F)ccc1N1CCOCC1)c1ccc[n+]([O-])c1,-1.8%,0.7%,-0.5%,0.4%,-0.5%,
O=c1c2ccccc2nc(-c2ccccc2)n1O,-20.9%,-0.2%,?,i,9.8%,
CCOc1cc(-c2noc(-c3cccnc3)n2)ccc1OC,2.7%,-2.2%,-1.2%,5.2%,6.6%,
NS(=O)(=O)c1ccc(NC(=O)CSc2nc3ccccc3c(=O)n2Cc2ccncc2)cc1,-4.3%,0.1%,11.4%,0.6%,.,
CS(=O)(=O)c1ccc(NC(=O)c2cc3c(cc2Cl)N2CCCCCC2=NS3(=O)=O)cc1,0.0%,.,.,1.8%,.,
COCCn1c(SCC(=O)Nc2nnc(C)s2)nnc1-c1ccco1,-7.5%,-5.8%,1.7%,0.3%,3.1%,
CC12CCC(=O)N1C(C(=O)Nc1nnc(SCc3ccccc3)s1)CS2 (centres undefined),9.0%,9.0%,6.2%,1.5%,-5.8%,
Cn1c(CCNC(=O)OC(C)(C)C)n[nH]c1=S,-2.8%,-8.9%,-11.9%,1.0%,-0.5%,
Cc1cc(NS(=O)(=O)c2ccc(NC(=O)/C=C/c3ccccc3Cl)cc2)no1,-10.2%,40.1%,65.2%,2.6%,-8.6%,
CCCCOc1ccc(S(=O)(=O)Nc2ccc(NC(C)=O)cc2)cc1,1.6%,-10.5%,19.6%,i,0.9%,inhibitors of VEEV 10K pilot screen=0.0
CCCS(=O)(=O)N1CCCC(C(=O)NCCN2CCC(Cc3ccccc3)CC2)C1 (centres undefined),-0.8%,-6.2%,17.6%,0.8%,4.9%,
Cc1ccccc1C(=O)N1[C@@H](C(C)C)COc2cc(Br)ccc2S1(=O)=O,-1.4%,.,.,9.4%,.,
O=C(Cc1ccccc1)N1CCC(c2nc(-c3ccc(F)cc3)no2)CC1,-1.5%,16.0%,29.1%,i,-1.3%,
O=C(NCCc1ccccn1)C1CCN(S(=O)(=O)c2ccc3ccccc3c2)CC1,-3.0%,-8.9%,-7.1%,1.3%,-10.2%,
Cc1ccc(NC(=O)CN(C)S(=O)(=O)c2cccc3nsnc23)cc1,-7.8%,-1.3%,0.5%,1.5%,-12.2%,
Cc1ccc(C(=O)OCc2cc(=O)n3c(C)csc3n2)s1,1.4%,6.8%,50.1%,1.9%,.,
Cc1ccc(NCCC(=O)c2ccccc2)cc1Cl,-2.9%,?,?,0.3%,6.3%,

# No new results follow: 17 of the compounds above.
SMILES,H1N1 NS1A inhibition,M. tuberculosis HTS,M. tuberculosis,inhibitors of VEEV,Salmonella PhoP GFP,others
O=C(Nc1cc(C(F)(F)F)ccc1N1CCOCC1)c1ccc[n+]([O-])c1,-1.8%,0.7%,-0.5%,0.4%,-0.5%,
O=c1c2ccccc2nc(-c2ccccc2)n1O,-20.9%,-0.2%,?,i,9.8%,
CCOc1cc(-c2noc(-c3cccnc3)n2)ccc1OC,2.7%,-2.2%,-1.2%,5.2%,6.6%,
NS(=O)(=O)c1ccc(NC(=O)CSc2nc3ccccc3c(=O)n2Cc2ccncc2)cc1,-4.3%,0.1%,11.4%,0.6%,.,
CS(=O)(=O)c1ccc(NC(=O)c2cc3c(cc2Cl)N2CCCCCC2=NS3(=O)=O)cc1,0.0%,.,.,1.8%,.,
COCCn1c(SCC(=O)Nc2nnc(C)s2)nnc1-c1ccco1,-7.5%,-5.8%,1.7%,0.3%,3.1%,
CC12CCC(=O)N1C(C(=O)Nc1nnc(SCc3ccccc3)s1)CS2 (centres undefined),9.0%,9.0%,6.2%,1.5%,-5.8%,
Cn1c(CCNC(=O)OC(C)(C)C)n[nH]c1=S,-2.8%,-8.9%,-11.9%,1.0%,-0.5%,
Cc1cc(NS(=O)(=O)c2ccc(NC(=O)/C=C/c3ccccc3Cl)cc2)no1,-10.2%,40.1%,65.2%,2.6%,-8.6%,
CCCCOc1ccc(S(=O)(=O)Nc2ccc(NC(C)=O)cc2)cc1,1.6%,-10.5%,19.6%,i,0.9%,inhibitors of VEEV 10K pilot screen=0.0
CCCS(=O)(=O)N1CCCC(C(=O)NCCN2CCC(Cc3ccccc3)CC2)C1 (centres undefined),-0.8%,-6.2%,17.6%,0.8%,4.9%,
Cc1ccccc1C(=O)N1[C@@H](C(C)C)COc2cc(Br)ccc2S1(=O)=O,-1.4%,.,.,9.4%,.,
O=C(Cc1ccccc1)N1CCC(c2nc(-c3ccc(F)cc3)no2)CC1,-1.5%,16.0%,29.1%,i,-1.3%,
O=C(NCCc1ccccn1)C1CCN(S(=O)(=O)c2ccc3ccccc3c2)CC1,-3.0%,-8.9%,-7.1%,1.3%,-10.2%,
Cc1ccc(NC(=O)CN(C)S(=O)(=O)c2cccc3nsnc23)cc1,-7.8%,-1.3%,0.5%,1.5%,-12.2%,
Cc1ccc(C(=O)OCc2cc(=O)n3c(C)csc3n2)s1,1.4%,6.8%,50.1%,1.9%,.,
Cc1ccc(NCCC(=O)c2ccccc2)cc1Cl,-2.9%,?,?,0.3%,6.3%,

# Following part:
SMILES,H1N1 NS1A inhibition,M. tuberculosis HTS,M. tuberculosis,inhibitors of VEEV,Salmonella PhoP GFP,others
O=C(Nc1nnc(-c2ccc(Cl)cc2)o1)c1cccc(N2C(=O)CCC2=O)c1,21.3%,-3.3%,i,0.5%,-0.2%,
CCN(C(=S)NCc1ccccc1)c1ccccc1,1.2%,45.1%,8.8%,i,-2.5%,
CSc1nc2sc(-c3ccccc3)cc2c(=O)n1N,-3.2%,-7.4%,-1.5%,i,-2.7%,
Cc1ccc(S(=O)(=O)NCC(=O)N(c2ccccc2)C(C(=O)NCc2ccccc2)c2ccco2)cc1 (centres undefined),6.2%,3.4%,32.3%,8.7%,-3.5%,
O=[N+]([O-])c1cc(C(F)(F)F)cc([N+](=O)[O-])c1N1CCCNCC1,-2.1%,-2.7%,12.2%,2.0%,4.4%,
Cc1cc(C(=O)Cn2nc(C(=O)O)c3ccccc3c2=O)c(C)n1-c1cccc(C(F)(F)F)c1,8.1%,-8.3%,3.9%,1.4%,3.7%,
CCOc1c(Br)cc(CNc2ccc(N3CCOCC3)cc2)cc1OC,5.0%,-5.7%,4.2%,3.3%,20.4%,
Cc1ccc(NC(=O)C(C)SCc2nc3sc4c(c3c(=O)[nH]2)CCCC4)nc1 (centres undefined),-12.1%,-2.2%,13.5%,7.8%,-8.0%,
N#CCn1cc(/C=N/NC(=O)c2cc3c(ccc4ccccc43)o2)c2ccccc21,-3.7%,3.0%,8.4%,5.1%,3.7%,
Cc1cc(C)cc(N(CC(=O)Nc2ccccc2)C2=NC3CS(=O)(=O)CC3S2)c1 (centres undefined),-19.9%,2.2%,54.1%,1.5%,3.1%,inhibitors of VEEV 10K pilot screen=0.0
CCN=C1NN=C(c2ccc(C)cc2)CS1,13.2%,0.5%,25.0%,0.5%,-17.1%,
CCCN1C2=NS(=O)(=O)CCN2c2ccccc21,-1.4%,1.0%,4.0%,i,4.6%,
CSc1ncccc1C(=O)OCc1ccccc1Cl,6.4%,10.9%,50.7%,0.6%,8.7%,
O=[N+]([O-])c1cccc(-c2nc(NCc3ccccc3)c3ccccc3n2)c1,-6.8%,-6.0%,-1.0%,1.2%,3.0%,
COc1ccc(NC(=S)Nc2ccc(OC)cc2OC)c(OC)c1,-0.3%,0.6%,56.3%,2.4%,4.2%,
CCCCn1c(=O)[nH]c(=O)c2c1nc(-c1ccc(-c3ccccc3Br)o1)n2CCOC,6.2%,-6.2%,42.1%,0.3%,3.7%,
COc1ccc2nc(SCC(=O)Nc3ccc4sc(C)nc4c3)c(C#N)cc2c1,-29.6%,-0.7%,-5.1%,6.8%,8.4%,
CN1CCN(/N=C/c2ccc(-c3ccc([N+](=O)[O-])cc3)o2)CC1,-3.7%,?,?,0.4%,4.0%,
Cc1ccc(C(=O)Nc2cccc(S(=O)(=O)N(C)c3ccccc3)c2)o1,-0.7%,-1.7%,20.3%,7.9%,.,
CCOCC(=O)Nc1cccc(C(=O)OCC)c1,-6.8%,?,0.3%,1.5%,-7.8%,
NNC(=O)CCc1nc2ccccc2[nH]1,.,0.8%,4.8%,.,4.8%,
COc1cccc(-c2nn(-c3ccccc3)cc2CN(C)C(C)c2ccon2)c1 (centres undefined),-6.3%,?,23.4%,5.0%,8.0%,
O=C(CCN1CCOCC1)Nc1ccc2c(c1)CCC2,5.2%,-6.2%,-6.3%,i,1.3%,
CSc1ccc(S(=O)(=O)NCC(=O)OC(C)C(=O)NCc2ccccc2)cc1[N+](=O)[O-] (centres undefined),-4.3%,5.3%,3.7%,i,-0.9%,
CCC1(Cc2ccccc2)NC(=O)c2ccccc2O1 (centres undefined),.,6.8%,-4.1%,3.1%,-3.3%,
Cc1ccccc1NC(=O)c1cnc2ccccn2c1=O,4.4%,0.0%,-4.2%,1.6%,4.5%,
O=C1CC(c2cccnc2)c2cc3c(cc2N1)OCO3 (centres undefined),-0.7%,-11.5%,-14.7%,0.2%,.,
CCC(=O)c1ccccc1OCC(=O)Nc1c(C)cccc1C,0.7%,-9.6%,1.5%,0.1%,-0.7%,
NS(=O)(=O)c1ccc(CCNC(=O)CSc2nc3ccccc3c(=O)n2CCC(=O)N2CCCCC2)cc1,0.3%,0.7%,2.6%,1.9%,-16.9%,
CCOC(=O)N1CCN(c2ccc(C(=O)c3cccc(F)c3)cc2)CC1,-5.2%,-2.9%,29.6%,4.3%,4.5%,
CCCCCCn1cnc2c(c1=O)c1nc3ccccc3nc1n2Cc1cccs1,-21.4%,0.2%,17.4%,i,-15.7%,
Cc1ccc(NC(=O)C=NOCC(=O)Nc2cc(C)cc(C)c2)cc1,-16.7%,2.0%,16.9%,4.8%,.,
O=C(N/N=C/c1ccncc1)c1nc(-c2ccccc2)n2c1CCCCC2,-1.8%,29.4%,15.6%,2.6%,-21.7%,
CCOC(=O)N1CCN(C(=O)Cn2ncc3ccccc32)CC1,-3.9%,-3.9%,-12.0%,0.9%,-0.5%,
COc1ccc(C(=O)NC(=S)NC(C)c2ccccc2)cc1 (centres undefined),-4.6%,-0.8%,37.0%,1.4%,10.3%,
O=C(c1ccc([N+](=O)[O-])o1)N1CCN(c2nc3c(F)cc(F)cc3s2)CC1,-13.7%,?,?,2.8%,2.1%,
CN(Cc1ccccc1)c1ccc(C(CC(N)=O)NC(=O)Cc2ccc(Br)cc2)cc1[N+](=O)[O-] (centres undefined),-8.1%,-11.7%,6.4%,0.5%,6.2%,
CC(=O)Nc1ccc(C(=O)CSc2nc3ccccc3n2CC(=O)N2CCCC2)cc1,28.9%,-3.7%,9.1%,i,1.2%,
COc1ccc(C)cc1NC(=O)NCc1ccccc1F,-4.0%,6.3%,-3.0%,13.1%,-12.5%,
CCOc1cccc(-c2nc(C(N)=O)c3[nH]c(=O)n(-c4cccc(Cl)c4)c3n2)c1O,0.9%,-2.9%,-24.9%,8.3%,10.2%,
Cc1cccc(-n2ncc3c2CCCC3NC(=O)C2CCOCC2)c1C (centres undefined),-7.2%,-10.2%,10.5%,4.8%,-6.3%,
Cc1ccc(-c2cn3cccnc3n2)cc1,-6.0%,16.9%,-3.1%,i,-8.4%,
CCNC(=S)N/N=C/c1ccco1,4.0%,?,?,1.0%,8.2%,
COc1cc(OC)c(/C=N/n2c(C3CCCCC3)n[nH]c2=S)c(OC)c1,0.1%,10.2%,-0.9%,0.4%,-0.8%,
COC(=O)c1cc(C(=O)OC)cc(-n2c(C)cc(C(=O)COC(=O)CNS(=O)(=O)c3ccc(C)cc3)c2C)c1,1.8%,5.9%,20.0%,1.9%,6.7%,
CCN(CC)CCCC(C)NC(=O)c1cccc(S(=O)(=O)N2CCc3ccccc32)c1 (centres undefined),-1.4%,-3.3%,-4.6%,i,6.6%,
O=c1c2ccccc2nc(-c2ccc(Br)cc2)n1Cc1ccccc1,-0.6%,10.9%,8.8%,4.0%,-18.3%,
C/C(=N\NC(=O)CNC(=O)c1cccc(F)c1)c1ccc2ccccc2c1,5.9%,4.1%,7.7%,1.9%,0.9%,
